Sm TGR block: blocks Schistosoma mansoni thioredoxin glutathione reductase; purified TGR, DTNB reduction, TNB absorbance 405 nm; Potency, µM (series often up to 114 µM), for inactives: top-dose activity change, negative = inhibition, hits mostly inhibitors; 3% of 360,000 active; AID 485364; further: potency means the concentration at half of the fitted maximal effect; nearly all actives have a fitted effect of over 60% in size
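Kinetic colorimetric format: TGR-catalysed, NADPH-driven DTNB reduction monitored via TNB absorbance. Enzyme dispensed at 20 nM; compound exposure 15 min at room temperature before reaction start.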
AMA1 RON2 block: inhibitors of Plasmodium falciparum AMA1-RON2 interaction. 0.2% of 360,000 active. Potency, µM (highest dose often 58.2 µM), inactives show top-dose activity change, negative = inhibition, usual class: inhibitors. AlphaScreen AMA1-biotinylated RON2 peptide binding;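 further: potency means the concentration at half of the fitted maximal effect; 0% = vehicle wells and -100% = peptide control; nearly all actives have a fitted effect of over 45% in size; some results filed as inactive show a strong effect at the top dose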
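AMA1 (3D7) with his tag at 25 nM final met compounds first, then biotinylated RON2 peptide at 25 nM; detection used donor plus acceptor beads, 10 µg/mL apiece, read by AlphaScreen after 30 min at room temperature.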
AmpC inh detg: blocks E. coli AmpC beta-lactamase in detergent assay. 0.041% of 370,000 active. P00811. AmpC hydrolysis of nitrocefin, absorbance 480 nm, 0.01% Triton. Potency, µM (doses to about 114 µM), for the others: top-dose activity change, negative = inhibition, hits mostly inhibitors;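 further: potency means the concentration at half of the fitted maximal effect; 0% = no-compound wells and -100% = no-enzyme wells; nearly all actives have a fitted effect of over 25% in size; some results filed as inactive show a strong effect at the top dose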
Target sequence (P00811 whole entry, looked up): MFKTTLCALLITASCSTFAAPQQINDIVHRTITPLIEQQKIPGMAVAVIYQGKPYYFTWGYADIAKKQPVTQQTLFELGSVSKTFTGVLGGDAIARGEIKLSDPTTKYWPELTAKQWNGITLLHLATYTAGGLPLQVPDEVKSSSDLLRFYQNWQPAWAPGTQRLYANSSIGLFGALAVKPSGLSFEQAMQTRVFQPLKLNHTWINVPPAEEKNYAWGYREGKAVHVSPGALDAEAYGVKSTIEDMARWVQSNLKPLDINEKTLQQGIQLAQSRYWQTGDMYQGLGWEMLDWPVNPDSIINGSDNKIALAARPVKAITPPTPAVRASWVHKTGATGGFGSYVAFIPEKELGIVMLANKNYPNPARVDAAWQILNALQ
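AmpC (5.3 nM in the dispensed reagent) in 20 mM phosphate pH 7.0 with 0.01% (detergent screen) or 0.0001% Triton X-100 was preincubated with compounds for 15 min at room temperature. Nitrocefin was then added from an 800 uM solution, and hydrolysis was followed at 480 nm.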
AmpC inh no detg: AmpC beta-lactamase inhibition without detergent | P00811 | AmpC nitrocefin hydrolysis, absorbance 480 nm, 0.0001% Triton | Potency, µM (titrated, usually from 57.1 µM), without a hit: at the top dose activity change, negative = inhibition, usual class: inhibitors | 0.52% of 330,000 active;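 further: potency means the concentration at half of the fitted maximal effect; plate controls were no compound for no effect and no enzyme for full effect; nearly all actives have a fitted effect of over 20% in size; some results filed as inactive show a strong effect at the top dose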
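20 mM phosphate pH 7.0 + 0.01% (detergent screen) or 0.0001% Triton X-100; 5.3 nM AmpC reagent; cpd preinc 15 min RT; nitrocefin (800 uM stock) to start; A480 q20 s × 4 min; Activity was normalised to no-enzyme and no-compound control wells.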
FBPA Giardia inh: Giardia lamblia aldolase inhibition. purified Giardia FBPA. Potency, µM (top dose mostly 59.6 µM), without a hit: at the highest dose activity, negative = inhibition, most hits filed as inhibitors. 0.71% of 290,000 active; further: potency means the concentration at half of the fitted maximal effect; nearly all actives have a fitted effect of over 55% in size
Target sequence (A8B2U2 whole entry, looked up): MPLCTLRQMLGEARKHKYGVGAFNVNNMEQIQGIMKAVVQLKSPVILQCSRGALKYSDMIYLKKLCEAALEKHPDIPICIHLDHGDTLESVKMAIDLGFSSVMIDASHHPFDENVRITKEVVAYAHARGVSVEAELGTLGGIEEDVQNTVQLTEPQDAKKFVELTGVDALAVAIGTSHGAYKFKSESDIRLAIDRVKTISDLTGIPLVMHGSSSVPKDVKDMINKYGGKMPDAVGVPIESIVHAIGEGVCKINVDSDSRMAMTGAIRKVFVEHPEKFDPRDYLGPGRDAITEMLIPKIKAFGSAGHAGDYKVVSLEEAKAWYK
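Giardia FBPA (40 nM reagent) was preincubated 10 min at RT with compound (up to 57.5 uM final), then substrate plus GAPDH/TPI/NAD/arsenate coupling system with diaphorase/resazurin was added; resorufin fluorescence (525/598 nm) was read after 20 min.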
HCMV antiviral: inhibitors of human cytomegalovirus. activity change, negative = inhibition, % at 57.5 µM. 4.5% of 410,000 active. HFF cells, HCMV-luciferase reporter, 72 h; hits give low values. AID 1259415; in the data active means activity change below about -60%; inconclusive means no clear call, values can overlap the other calls; inactive means above about -39%
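Two-dose cell screen: HFF monolayers treated with compounds and infected with luciferase-expressing HCMV at 1 PFU/cell, 72 h at 37C, then lysed for luciferase measurement.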
Active calls of the source: *; [ ] = remark or other dose. Unless noted, the call rests on the fitted dose curve; in most records, active means well fitted curve in the direction sought with a large enough effect; inconclusive means small, poorly fitted or top-dose-only effect, or another doubt; inactive means no such curve, though single readings can be large; an effect the other way counts as inactive or inconclusive. Unless noted, on the % scale 0 is the no-effect control and ±100 the full control effect.

How did CCS(=O)(=O)C(=C1NCCO1)S(=O)(=O)CC do in these assays?
Sm TGR block: -29%; AMA1 RON2 block: 0%; AmpC inh detg: 0%; AmpC inh no detg: -9%; FBPA Giardia inh: 10%; HCMV antiviral: 63

How did CCOc1ccc(C(=O)OCC(=O)Nc2cccnc2Cl)cc1OCC do in these assays?
AMA1 RON2 block: 13%[11.6 µM]; AmpC inh no detg: 22%; HCMV antiviral: -7

What do the screens show for `CCOC(=O)/C=C1\SCC(=O)N1CC(=O)c1ccc[nH]1`?
Sm TGR block: -4%; AMA1 RON2 block: -15%; AmpC inh detg: -5%; AmpC inh no detg: -31%; FBPA Giardia inh: -3%; HCMV antiviral: 82

How did COc1ccc(NC(=O)/C(Cl)=C(/Cl)S(=O)Cc2ccc(Cl)cc2)cn1 (centres undefined) do in these assays?
Sm TGR block: 0.1µM*; AMA1 RON2 block: 3%; AmpC inh detg: -2%; AmpC inh no detg: -20%; FBPA Giardia inh: -5%; HCMV antiviral: -100*

Results for Cc1c(C(=O)N2CCN(C3CCS(=O)(=O)C3)CC2)oc2ccc(Cl)cc12 (centres undefined) ?
Sm TGR block: 2%; AMA1 RON2 block: 1%; AmpC inh detg: inconclusive; AmpC inh no detg: 29%; HCMV antiviral: -17

Results for O=C1c2cccnc2C(=O)N1Cc1ccc(S(=O)(=O)NCc2ccco2)s1 ?
Sm TGR block: inconclusive; AMA1 RON2 block: 14%; AmpC inh detg: -2%; AmpC inh no detg: -11%; FBPA Giardia inh: 9%; HCMV antiviral: -18

What do the screens show for `CC(=O)Nc1cccc(NC(=O)CCn2cnc3cc(C)c(C)cc32)c1`?
Sm TGR block: 9%; AMA1 RON2 block: 3%; AmpC inh detg: 1%; AmpC inh no detg: -11%; FBPA Giardia inh: -1%; HCMV antiviral: 24

What do the screens show for `COc1ccccc1Nc1nc(NCC2CCCO2)c2ccccc2n1` (centres undefined)?
Sm TGR block: 3%; AMA1 RON2 block: -11%; AmpC inh detg: 2%; AmpC inh no detg: 0%; FBPA Giardia inh: -4%; HCMV antiviral: inconclusive

How did CCn1cc(C(=O)NC2CCc3ccccc32)c(=O)c2ccc(C)nc21 (centres undefined) do in these assays?
Sm TGR block: 3%; AmpC inh detg: 3%; AmpC inh no detg: -12%; FBPA Giardia inh: 11%

How did Cc1nc2ccccc2c(=O)n1NC(=O)c1cncc(Br)c1 do in these assays?
Sm TGR block: 2%; AMA1 RON2 block: 7%; AmpC inh detg: -9%; AmpC inh no detg: -12%[11.4 µM]; FBPA Giardia inh: 14%; HCMV antiviral: -25

Entries listed so far with a Cl atom:
How did CCOc1ccc(C(=O)OCC(=O)Nc2cccnc2Cl)cc1OCC do in these assays?
AMA1 RON2 block: 13%[11.6 µM]; AmpC inh no detg: 22%; HCMV antiviral: -7

How did COc1ccc(NC(=O)/C(Cl)=C(/Cl)S(=O)Cc2ccc(Cl)cc2)cn1 (centres undefined) do in these assays?
Sm TGR block: 0.1µM*; AMA1 RON2 block: 3%; AmpC inh detg: -2%; AmpC inh no detg: -20%; FBPA Giardia inh: -5%; HCMV antiviral: -100*

Results for Cc1c(C(=O)N2CCN(C3CCS(=O)(=O)C3)CC2)oc2ccc(Cl)cc12 (centres undefined) ?
Sm TGR block: 2%; AMA1 RON2 block: 1%; AmpC inh detg: inconclusive; AmpC inh no detg: 29%; HCMV antiviral: -17

(next part)
How did O=C(O)C1CCCN(S(=O)(=O)c2ccc(F)cc2)C1 (centres undefined) do in these assays?
Sm TGR block: 9%; AMA1 RON2 block: 3%; AmpC inh detg: -12%; AmpC inh no detg: -48%; FBPA Giardia inh: 10%; HCMV antiviral: -7

How did CC1CCC2(CC1)NC(=O)N(CC(=O)N1CCOCC1)C2=O (centres undefined) do in these assays?
AMA1 RON2 block: 3%; AmpC inh no detg: -12%; HCMV antiviral: -1

Results for CC(=O)c1ccc(N2CCN(C(=O)c3cc4c(s3)-c3ccccc3OC4)CC2)cc1 ?
Sm TGR block: -11%; AmpC inh detg: -2%; HCMV antiviral: 11

Results for O=[N+]([O-])CC(c1ccc(F)cc1)c1c[nH]c2ccccc12 (centres undefined) ?
Sm TGR block: -7%; AMA1 RON2 block: -1%; AmpC inh detg: -1%; AmpC inh no detg: -33%; FBPA Giardia inh: 0%; HCMV antiviral: -23

What do the screens show for `O=C(Nc1ccc(N2CCOCC2)c(Cl)c1)c1cc(F)c(F)cc1Cl`?
Sm TGR block: -22%; AMA1 RON2 block: inconclusive; AmpC inh detg: 3%; AmpC inh no detg: -19%; FBPA Giardia inh: -21%; HCMV antiviral: -40

How did O=C(Nc1cc(S(=O)(=O)N2CCOCC2)ccc1N1CCOCC1)c1cc(=O)[nH]c2ccccc12 do in these assays?
Sm TGR block: -5%; AMA1 RON2 block: 3%; AmpC inh detg: 0%; AmpC inh no detg: -1%; FBPA Giardia inh: 4%; HCMV antiviral: -9

How did CCNS(=O)(=O)c1ccc(CCC(=O)N2CCN(c3cc(Cl)ccc3C)CC2)cc1 do in these assays?
Sm TGR block: -10%; AMA1 RON2 block: 15%; AmpC inh detg: -9%; AmpC inh no detg: 13%; FBPA Giardia inh: 9%; HCMV antiviral: -69*

How did COC(=O)C1=CN(C(C)c2ccccc2)C=C(C(=O)OC)C1c1cc(OC)c(OC)c(OC)c1 (centres undefined) do in these assays?
Sm TGR block: 12%; AMA1 RON2 block: 51%[activator]; AmpC inh detg: -6%; AmpC inh no detg: 165%[activator]; FBPA Giardia inh: 8%; HCMV antiviral: inconclusive

Results for Cc1nn(-c2ccccc2)c(Cl)c1C(=O)NCc1cccs1 ?
Sm TGR block: -1%; AMA1 RON2 block: 0%; AmpC inh detg: -1%; AmpC inh no detg: -19%; FBPA Giardia inh: 2%; HCMV antiviral: 14

How did COc1cc(C(=S)N2CCOCC2)cc(OC)c1OC(=O)c1ccc([N+](=O)[O-])cc1[N+](=O)[O-] do in these assays?
Sm TGR block: -1%; AMA1 RON2 block: -1%; AmpC inh detg: 5%; AmpC inh no detg: 61%[activator]; FBPA Giardia inh: -13%; HCMV antiviral: -16

How did COc1ccccc1N1CCN(CC(=O)NCC2CCCO2)CC1 (centres undefined) do in these assays?
Sm TGR block: -3%; AMA1 RON2 block: inconclusive; AmpC inh detg: -2%; AmpC inh no detg: -11%; FBPA Giardia inh: -4%; HCMV antiviral: 1

What do the screens show for `O=C(N(c1ccccn1)c1ccccn1)C12CC3CC(CC(C3)C1)C2`?
Sm TGR block: -2%; AMA1 RON2 block: 67%[activator]; AmpC inh detg: -1%; AmpC inh no detg: 18%; FBPA Giardia inh: 5%; HCMV antiviral: -4

How did COc1ccc(N(C(C)C(=O)NC2CCCCCC2)S(C)(=O)=O)cc1 (centres undefined) do in these assays?
Sm TGR block: 5%; AMA1 RON2 block: -12%; AmpC inh detg: 1%; AmpC inh no detg: -4%; FBPA Giardia inh: 7%; HCMV antiviral: -1

What do the screens show for `O=C(Nc1nnc(-c2ccncc2)s1)Nc1ccccc1F`?
Sm TGR block: 2%; AMA1 RON2 block: 0%; AmpC inh detg: inconclusive; AmpC inh no detg: -16%[11.4 µM]; FBPA Giardia inh: 0%; HCMV antiviral: -34

What do the screens show for `CCOc1ccc(-c2nc(C(N)=O)c3c(n2)n(-c2ccc4c(c2)OCO4)c(=O)n3CC)cc1`?
Sm TGR block: 3%; AmpC inh detg: 22%; HCMV antiviral: -16

Results for Cc1ccc(C(=O)Oc2ccccc2C(=O)N2CCOCC2)cc1 ?
Sm TGR block: 1%; AMA1 RON2 block: 13%; AmpC inh detg: inconclusive; AmpC inh no detg: 1%; FBPA Giardia inh: 7%; HCMV antiviral: 20

How did O=C(c1ccc(CNc2c(N3CCCC3)c(=O)c2=O)cc1)N1CCN(C2CCCCC2)CC1 do in these assays?
Sm TGR block: -1%; AMA1 RON2 block: -6%; AmpC inh detg: inconclusive; AmpC inh no detg: 0%; FBPA Giardia inh: 4%; HCMV antiviral: -34

Results for CCn1cc(/C=N/NC(=O)c2cc3c(ccc4ccccc43)o2)c2ccccc21 ?
Sm TGR block: 11%; AMA1 RON2 block: -28%; AmpC inh detg: inconclusive; AmpC inh no detg: 60%; FBPA Giardia inh: -27%; HCMV antiviral: -13

What do the screens show for `O=c1cc(-c2ccccc2)nc(SCCOc2ccccc2Cl)[nH]1`?
AMA1 RON2 block: 0%; AmpC inh detg: -4%; AmpC inh no detg: -25%; FBPA Giardia inh: -2%; HCMV antiviral: -28

How did COc1cccc(OCC(Cn2c(C)nc3ccccc32)OC(C)=O)c1 (centres undefined) do in these assays?
AMA1 RON2 block: 15%; AmpC inh detg: -8%; AmpC inh no detg: 85%[activator]; FBPA Giardia inh: -1%; HCMV antiviral: -70*

Results for O=C(CSc1nc(O)c(Cc2ccccc2)c(=O)[nH]1)Nc1nnc(SCc2ccccc2)s1 ?
Sm TGR block: 5%; AMA1 RON2 block: 14%; AmpC inh detg: 0%; AmpC inh no detg: -37%; FBPA Giardia inh: inconclusive; HCMV antiviral: inconclusive

How did COc1cc(-c2nnc(SCC(=O)N3c4ccccc4Sc4ccccc43)o2)cc(OC)c1OC do in these assays?
Sm TGR block: -8%; AMA1 RON2 block: -14%; AmpC inh detg: inconclusive; AmpC inh no detg: -31%; FBPA Giardia inh: 5%; HCMV antiviral: -16

How did Cn1cc(C(=O)NC2CCCCC2)c(=O)c2cc(S(=O)(=O)N3CCOCC3)ccc21 do in these assays?
Sm TGR block: 2%; AMA1 RON2 block: -5%; AmpC inh detg: 0%; AmpC inh no detg: -6%; HCMV antiviral: 21

How did C[C@H]1C(c2ccc(F)cc2)=NN(c2ccccc2)[C@@H]1CO do in these assays?
AMA1 RON2 block: 55%[activator]; AmpC inh no detg: -7%; FBPA Giardia inh: -14%[89.2 µM]; HCMV antiviral: -26

Results for CCOC(=O)COc1ccccc1C1Nc2ccccc2C(=O)N1c1cccc(Cl)c1 (centres undefined) ?
Sm TGR block: 7%; AMA1 RON2 block: -3%; AmpC inh detg: -1%; AmpC inh no detg: -50%; FBPA Giardia inh: 1%; HCMV antiviral: inconclusive

How did O=C1N(Cc2cccc(Cl)c2)C[C@@H]2C[C@@H](c3cccc4ncccc34)N3CCC[C@@]123 do in these assays?
Sm TGR block: 0%; AMA1 RON2 block: 3%; AmpC inh detg: 0%; AmpC inh no detg: 142%[activator]; FBPA Giardia inh: 3%; HCMV antiviral: -19

What do the screens show for `COc1ccc(C(=O)O)cc1S(=O)(=O)Nc1ccc(Oc2ccccc2)cc1`?
Sm TGR block: -20%; AMA1 RON2 block: -6%; AmpC inh detg: -7%; AmpC inh no detg: -20%; HCMV antiviral: -21

Results for Cc1cc2n(n1)C(c1ccccc1)Nc1ccccc1-2 (centres undefined) ?
Sm TGR block: 4%; AMA1 RON2 block: 19%; AmpC inh detg: 0%; AmpC inh no detg: -14%; FBPA Giardia inh: -1%; HCMV antiviral: 19

What do the screens show for `COc1ccccc1C(=O)Nc1ccc(-c2nc3cc(C)cc(C)c3o2)cc1`?
Sm TGR block: 3%; AmpC inh detg: 12%; HCMV antiviral: 0

Screening results: PubChem, National Center for Advancing Translational Sciences (NCATS)
